KDM5B inh = Primary screen for KDM5B Histone Demethylases FDH-coupled qHTS; KDM5B demethylase, FDH-coupled NADH fluorescence (FDH is formaldehyde dehydrogenase); AID 1347165, 2019; Potency, µM (highest dose often 57.7 µM), without a hit: at the top dose activity change, negative = inhibition, usual class: inhibitors; actives 2.6% (n = 220,000); Lysine-specific demethylase 5B (Homo sapiens), Q9UGL1; active means well fitted inhibition curve with a large enough effect; inconclusive means small, poorly fitted or top-dose-only effect; inactive means no such curve, though single readings can be large or run the other way; further: 0% is about no effect; nearly all actives have a fitted effect of over 70% in size
Target sequence (Q9UGL1 whole entry, looked up): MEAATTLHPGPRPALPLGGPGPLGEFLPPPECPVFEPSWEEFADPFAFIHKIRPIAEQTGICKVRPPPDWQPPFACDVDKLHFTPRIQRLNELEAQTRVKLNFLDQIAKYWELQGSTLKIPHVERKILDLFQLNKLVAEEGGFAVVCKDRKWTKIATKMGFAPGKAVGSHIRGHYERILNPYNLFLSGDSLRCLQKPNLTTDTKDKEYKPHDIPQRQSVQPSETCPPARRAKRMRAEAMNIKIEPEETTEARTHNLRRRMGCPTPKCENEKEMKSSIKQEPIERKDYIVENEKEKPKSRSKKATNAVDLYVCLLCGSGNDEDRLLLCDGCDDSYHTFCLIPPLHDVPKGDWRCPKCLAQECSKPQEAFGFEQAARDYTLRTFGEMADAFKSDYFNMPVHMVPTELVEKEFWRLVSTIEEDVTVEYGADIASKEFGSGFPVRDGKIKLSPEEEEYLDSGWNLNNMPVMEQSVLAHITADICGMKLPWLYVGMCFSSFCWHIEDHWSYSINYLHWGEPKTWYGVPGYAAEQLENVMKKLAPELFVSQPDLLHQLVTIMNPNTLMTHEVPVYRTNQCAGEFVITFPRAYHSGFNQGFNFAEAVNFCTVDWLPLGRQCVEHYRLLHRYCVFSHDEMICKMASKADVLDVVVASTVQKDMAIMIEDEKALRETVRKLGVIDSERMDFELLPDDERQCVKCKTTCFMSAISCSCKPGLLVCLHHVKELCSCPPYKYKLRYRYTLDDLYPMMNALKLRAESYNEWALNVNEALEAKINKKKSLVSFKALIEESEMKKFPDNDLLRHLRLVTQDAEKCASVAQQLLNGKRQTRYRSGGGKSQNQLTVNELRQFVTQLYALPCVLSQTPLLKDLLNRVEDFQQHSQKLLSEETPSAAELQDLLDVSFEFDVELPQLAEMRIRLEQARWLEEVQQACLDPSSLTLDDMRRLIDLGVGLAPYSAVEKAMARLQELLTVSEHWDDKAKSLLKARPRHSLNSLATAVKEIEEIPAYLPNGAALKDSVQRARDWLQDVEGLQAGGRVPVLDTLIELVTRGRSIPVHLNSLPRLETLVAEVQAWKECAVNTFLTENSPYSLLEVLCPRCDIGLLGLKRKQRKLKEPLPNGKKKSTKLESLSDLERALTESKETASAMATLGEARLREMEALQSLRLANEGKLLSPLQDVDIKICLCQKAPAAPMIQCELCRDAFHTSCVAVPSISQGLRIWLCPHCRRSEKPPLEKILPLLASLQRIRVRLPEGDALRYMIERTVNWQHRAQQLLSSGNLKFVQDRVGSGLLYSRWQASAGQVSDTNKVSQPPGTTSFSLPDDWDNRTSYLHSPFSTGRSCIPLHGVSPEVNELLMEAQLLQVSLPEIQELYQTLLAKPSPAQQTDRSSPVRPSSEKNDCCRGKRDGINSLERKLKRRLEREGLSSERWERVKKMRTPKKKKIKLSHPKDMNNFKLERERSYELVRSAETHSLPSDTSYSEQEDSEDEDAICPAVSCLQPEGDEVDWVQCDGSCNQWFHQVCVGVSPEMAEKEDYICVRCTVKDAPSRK
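Compound dilutions met 200 nM (final) KDM5BΔAP for 10 min at room temperature before substrate addition. The substrate mix held 12.5 µM H3K4me3 with cofactors 25 µM α-ketoglutarate and 50 µM Fe²⁺. NADH signal gain over 30 min defined activity.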
Starred values were filed as active, the others as inactive; i = inactive; ? = inconclusive; [ ] = another dose, or the depositor's remark. Potency means the concentration at half of the fitted maximal effect. These rows are one share of the data; rates above refer to the full screens.

The first 3 records, to show the layout:
COc1ccc(CC(=O)NC2CCc3nnc(C)n3CC2)cc1 (stereo not given)
  KDM5B inh = 16.7%
COCCNc1nc2ccccc2n2cnnc12
  KDM5B inh = -1.3%
Cc1ccc(NC(=O)C(=O)c2c(C)[nH]c3ccccc23)cc1
  KDM5B inh = 3.1%

The list itself, from the start:
COc1ccc(CC(=O)NC2CCc3nnc(C)n3CC2)cc1 (stereo not given)
  KDM5B inh = 16.7%
COCCNc1nc2ccccc2n2cnnc12
  KDM5B inh = -1.3%
Cc1ccc(NC(=O)C(=O)c2c(C)[nH]c3ccccc23)cc1
  KDM5B inh = 3.1%
COc1ccc(C(=O)Nc2ccc([C@H]3OCC(=O)N(C(C)C)[C@@H]3CO)cc2)cc1OC
  KDM5B inh = -11.6%[86.2 µM]
O=C(CSc1nc2cc([N+](=O)[O-])ccc2o1)NCc1ccccc1F
  KDM5B inh = -22.8%
CN(C)C(=O)CO[C@H]1COCCN(Cc2ccccn2)C1
  KDM5B inh = ?
O=C(Cc1cccc(C(F)(F)F)c1)NCC1(N2CCCCC2)CCCCC1
  KDM5B inh = -13.4%
Cc1nc(-c2ccc(-c3ccon3)s2)no1
  KDM5B inh = -13.7%
O=C(CSc1ncc(CO)n1Cc1ccc(Cl)cc1)NCc1ccc(F)cc1
  KDM5B inh = -9.6%
CC(NC(=O)C1CCN(C(=O)C(C)(C)C)CC1)C1CC1 (stereo not given)
  KDM5B inh = -5.7%
C=CCOC(=O)C1=C(C)NC(SCC(N)=O)=C(C#N)C1c1ccc(C)cc1 (stereo not given)
  KDM5B inh = ?
CCc1cc(=O)oc2c(C)c(OCC(=O)NCc3ccncc3)ccc12
  KDM5B inh = ?
CNCCCNC(=O)/C(=N\O)c1ccccc1
  KDM5B inh = 10.0%
O=C(CCSc1nnc(NC2CC2)s1)Nc1ccccc1F
  KDM5B inh = -11.1%
O=C(CCCN1C(=O)C(c2ccccc2)Oc2cccnc21)NC1CCCCC1 (stereo not given)
  KDM5B inh = -13.1%

Cc1ccc(-c2cc(C(F)(F)F)n3nc(-c4cccc(Br)c4)cc3n2)cc1
  KDM5B inh = -10.8%
O=C(NC1CCCCCC1)C1CC(=O)N(c2n[nH]c3cccc(F)c23)C1 (stereo not given)
  KDM5B inh = 31.6µM*
CC(C)c1ccc(S(=O)(=O)N2CCC(CC(=O)NCc3ccccc3)C2)cc1 (stereo not given)
  KDM5B inh = 7.4%
Cc1ccc(Cl)cc1NC(=O)Cn1c(=O)n(C(C)C)c(=O)c2oc3ccccc3c21
  KDM5B inh = ?
CCCN(CC1CCOC1)S(=O)(=O)c1ccc(Cl)c(C)c1 (stereo not given)
  KDM5B inh = -3.4%
CCOC(=O)C1CCCN(S(=O)(=O)NCc2ccnc(Oc3ccc(OC)cc3)c2)C1 (stereo not given)
  KDM5B inh = 4.5%
COc1ccc(CN2CCC3(CNS(=O)(=O)c4cnccc4O3)C2)cc1 (stereo not given)
  KDM5B inh = 3.1%[115 µM]
O=C(c1cc(-c2ccccc2F)cc2c1OCCN2Cc1cccnc1)N1CC(O)C1
  KDM5B inh = 39.8µM*
COc1cccc(CNC(=O)[C@@H]2C[C@@H](O)CN2C2CCN(C(=O)c3ccccn3)CC2)c1
  KDM5B inh = 21.8%
CCOc1ccc(CN2C(=O)C3(CCOCC3)CC2c2nnnn2CCOC)cc1OC (stereo not given)
  KDM5B inh = -2.4%
CN(C)c1cc(-c2ccc(Cl)cc2Cl)oc(=O)c1Cl
  KDM5B inh = 23.6%
COCCNC(=O)[C@@H]1C[C@H](Oc2cccnc2)CN1C(=O)c1cc2ccc(OC)cc2[nH]1
  KDM5B inh = ?
O=C(NCc1ccccc1F)c1sc2ncccc2c1-n1cccc1
  KDM5B inh = -5.8%
CCC1CCCCN1Cc1cn2c(-c3ccc(Br)cc3)nnc2s1 (stereo not given)
  KDM5B inh = -16.1%
CC1CC(C)CN(S(=O)(=O)c2ccc3oc(=O)ccc3c2)C1 (stereo not given)
  KDM5B inh = -2.6%

CC1=C[C@@H](CN2CCC[C@H]2CO)[C@H](C(C)C)C[C@H]1Cc1nnc(-c2cncn2C)o1
  KDM5B inh = ?
Cc1oc2ncn(C)c(=O)c2c1C(=O)N1CCN(c2ccccc2F)CC1
  KDM5B inh = -33.0%
COC(=O)C1CCN(CC(=O)Nc2cc(C)c3c(=O)oc4ccccc4c3n2)CC1
  KDM5B inh = ?
CCOC(=O)c1cnc(SCc2nc(-c3ccccc3Cl)oc2C)nc1N
  KDM5B inh = 9.0%
COc1ccc(C2c3ccc(O)cc3Oc3ncn(CC(C)C)c(=N)c32)cc1 (stereo not given)
  KDM5B inh = -2.2%
O=[N+]([O-])c1cccc(Oc2cnccn2)c1
  KDM5B inh = 23.3%
COc1ccccc1C(=O)NCc1nnc2c(-c3nc(C4CC4)no3)cccn12
  KDM5B inh = ?
O=C(/C=C/c1cccc(Cl)c1)c1cccc(O)c1
  KDM5B inh = ?
Cc1cc(CN2CCC3(CC2)CN(C2CCC2)CC3CO)n(C)n1 (stereo not given)
  KDM5B inh = 17.8µM*
COC(=O)N(C)CC(=O)NC1CCCCC1C (stereo not given)
  KDM5B inh = -11.5%
CNC(=O)c1cc[nH]c1C1CCCN(Cc2ccsc2)C1 (stereo not given)
  KDM5B inh = -1.9%
O=C(NCCSc1c(-c2ccc(F)cc2)[nH]c2ccccc12)c1ccc(S(=O)(=O)N2CCOCC2)cc1
  KDM5B inh = -20.6%
COCC(=O)N1CC[C@H]2COC(=O)N2c2cc(C)ccc2C1
  KDM5B inh = 35.2%[86.2 µM]
COCCCNc1nc2ccccc2nc1C(C#N)C(=O)OC (stereo not given)
  KDM5B inh = i
CS(=O)(=O)N1C[C@@H](COc2ccccc2)[C@H](C(N)=O)C1
  KDM5B inh = 4.3%

COCCNC(=O)c1cc(NC(=O)C(C)C)cc2nc(C)ccc12
  KDM5B inh = 25.1µM*
COCC1(CNC(=O)c2cc(C)on2)C[C@@H](O)[C@@H](O)C1 (stereo not given in full)
  KDM5B inh = -12.9%[115 µM]
Cc1ccc(Cl)cc1NC(=O)C(C)NS(=O)(=O)c1ccc2c(c1)CCN2C(=O)N1CCCC1 (stereo not given)
  KDM5B inh = 13.9%
Cc1c(C(=O)OCC(=O)Nc2ccc(C(=O)N(C)C)cc2)oc2ccccc12
  KDM5B inh = ?
Nn1c(SCC(=O)NCc2ccc(Cl)cc2)nnc1-c1ccco1
  KDM5B inh = 7.8%
Cc1ccc(C2CCN(C(=O)c3cnn(-c4ccc(C)c(C)c4)c3C3CCN(C(=O)OC(C)(C)C)CC3)C2)cc1 (stereo not given)
  KDM5B inh = 12.5%
COc1ccccc1CNc1ncnc2c1nc1n2CCCC1
  KDM5B inh = 3.3%
COc1ccc(-c2nc(SC(C)C(=O)NC(=O)NC3CCCCC3)n[nH]2)cc1 (stereo not given)
  KDM5B inh = -6.6%
Cc1cc(N2C[C@@H](C)[C@@](C)(O)C2)nc(N2CCCCC2)n1
  KDM5B inh = 2.0%
CCN(Cc1nc(C)no1)C(=O)c1cc(COc2ccccc2F)[nH]n1
  KDM5B inh = 7.8%
O=C(c1ccccn1)N1CCC(Cc2nc(-c3ccccc3)n[nH]2)C1 (stereo not given)
  KDM5B inh = 0.5%
Cn1nc(C(=O)NC(Cc2ccccc2)c2ccccc2)c2ccccc2c1=O (stereo not given)
  KDM5B inh = 2.0%
CC(C)CNC(=O)c1cc2cc(N(C)S(C)(=O)=O)ccc2s1
  KDM5B inh = 1.9%
O=C(O)c1ccc(-c2ccc(CNC3CCCC3)o2)cc1
  KDM5B inh = ?
CCCN1CCCCC12Cc1ccccc1CN(C(C)=O)C2 (stereo not given)
  KDM5B inh = ?

Look-ups from the list.
KDM5B inh result of CNC(=O)c1cc[nH]c1C1CCCN(Cc2ccsc2)C1 (stereo not given) stands at -1.9%
KDM5B inh result of COc1cccc(CNC(=O)[C@@H]2C[C@@H](O)CN2C2CCN(C(=O)c3ccccn3)CC2)c1 stands at 21.8%

The listing continues:
CC(=O)N1CCc2cc(S(=O)(=O)NC(C(=O)Nc3ccc(C)cc3C)C(C)C)ccc21 (stereo not given)
  KDM5B inh = -19.4%
COc1ccccc1CC(=O)NC(c1ccccc1)c1ccccc1
  KDM5B inh = 15.1%
Nc1ccc([N+](=O)[O-])cc1C(=O)O
  KDM5B inh = -21.6%
COc1ccc(N2CCN(C(=O)c3ccc4c(c3)N(C)C3CCCCN3C4=O)CC2)cc1 (stereo not given)
  KDM5B inh = ?
O=C(Cc1n[nH]c(=O)c2ccccc12)NCC(=O)NC1CC1
  KDM5B inh = 0.3%
O=C(Nc1ccc2nc(SCCOc3ccccc3)sc2c1)c1ccc2c(c1)OCO2
  KDM5B inh = -15.3%
O[C@@H]1C[C@@H](c2nc(-c3ccc4c(c3)OCO4)no2)N(Cc2ccccn2)C1
  KDM5B inh = ?
Cc1ccc(CN(C)C(=O)c2nn(Cc3ccccc3)c(=O)c3ccccc23)o1
  KDM5B inh = -5.6%
COc1ccc(C2=NS(=O)(=O)N(C)C(C(=O)NC(C)c3ccccc3)=C2)cc1 (stereo not given)
  KDM5B inh = -28.3%
CCC(C)NC(=O)c1sc2nc(C)c(C(=O)Nc3ccc(C)cc3C)c(-c3ccccc3Cl)c2c1N (stereo not given)
  KDM5B inh = -24.7%
CC(C)N1C[C@@H]2C[C@H]1C(=O)N(CC1CC1)c1ccccc1O2
  KDM5B inh = ?
CCOc1ccc(C2CCCN2C(=O)Cn2nc(C)c3ccccc3c2=O)cc1 (stereo not given)
  KDM5B inh = 17.0%
Cc1nn(CCCC(=O)Nc2cc(C(F)(F)F)ccc2Cl)c(=O)c2c1sc1ccccc12
  KDM5B inh = -16.4%
CC1CCCCC1N(C)C(=O)c1ccsc1 (stereo not given)
  KDM5B inh = 21.5%
CCOC(=O)C1CCCN(C(=O)C2COC3(CCCCC3)N2C(=O)c2cccc(Cl)c2)C1 (stereo not given)
  KDM5B inh = 12.6%

c1ccc(Sc2c(-c3ccccc3)cc3ccccn23)cc1
  KDM5B inh = 18.1%
Cc1ccc(NC(=O)CC(C)S(=O)(=O)c2ccc3c(c2)NC(=O)CO3)c(C)c1 (stereo not given)
  KDM5B inh = 4.2%
CCCCc1cc(=O)oc2cc(C)cc(OC(C)C(=O)NCc3ccccn3)c12 (stereo not given)
  KDM5B inh = ?
O=C(CSc1nc2cc(S(=O)(=O)N3CCOCC3)ccc2o1)NCC(F)(F)F
  KDM5B inh = 0.0%
COc1cccc(C(=O)COC(=O)C(CC(=O)c2ccccc2)Nc2ccccc2OC)c1 (stereo not given)
  KDM5B inh = -22.9%
CCc1ccc(/C=C/C(=O)c2cc3ccccc3oc2=O)cc1
  KDM5B inh = -19.8%
O=C(CNS(=O)(=O)c1ccc(N2CCCC2=O)cc1)N1CCN(CC(=O)N2CCCCC2)CC1
  KDM5B inh = 11.2%
Cc1ccc(C)c(NC(=O)C(Sc2nnnn2C)c2ccccc2)c1 (stereo not given)
  KDM5B inh = 21.6%
COc1cc(NC(=O)c2cc([N+](=O)[O-])ccc2NC(=O)CNCc2ccccn2)cc(OC)c1
  KDM5B inh = -18.5%
Cc1cc(OCCn2c(CCNC(=O)C3CCCCC3)nc3ccccc32)ccc1Cl
  KDM5B inh = -27.4%
CCCCNC(=O)C1CCC(Cn2c(=O)c3sccc3n(CC(=O)Nc3ccccc3)c2=O)CC1 (stereo not given)
  KDM5B inh = 0.3%
CCC1CN(C(=O)N2CCC(C(=O)NCCc3ccc(Cl)cc3)CC2)c2ccccc2O1 (stereo not given)
  KDM5B inh = -18.5%
CCn1cc(S(=O)(=O)c2cccc(C)c2)c(=O)c2cc(F)c(N3CCCCC3C)cc21 (stereo not given)
  KDM5B inh = -20.3%
O=c1cc(N2CCOCC2)cnn1Cc1cc(C(F)(F)F)ccc1F
  KDM5B inh = -3.9%
CC(NC=O)C(=O)O (stereo not given)
  KDM5B inh = 23.2%

O=C(c1ccoc1)N1CCC(Cc2nc(C3CC3)n[nH]2)C1 (stereo not given)
  KDM5B inh = 13.9%
CN1CCN(c2nc3ccccc3nc2NS(=O)(=O)c2cc(Cl)ccc2Cl)CC1
  KDM5B inh = 8.0%
COc1cccc(NC(=O)CSc2cc(C)c3ccccc3n2)c1
  KDM5B inh = -8.5%
O=C(Cc1cccn1-c1ccc(F)cc1)N1CCCCC1
  KDM5B inh = ?
Cc1[nH]c2ccc(F)cc2c1CC(=O)NC1CCCCC1
  KDM5B inh = 10.2%
Clc1ccc(-c2nc(N3CCCC3)c3ccccc3n2)cc1
  KDM5B inh = 6.7%
COc1cc(C2C3=C(CCCC3=O)Nc3nc(SCc4ccccc4)[nH]c(=O)c32)cc(OC)c1O (stereo not given)
  KDM5B inh = ?
O=C(CC1(C(=O)O)CCCCCC1)Nc1ccccc1CO
  KDM5B inh = -4.8%
O=C(Nc1cc(Cl)ccc1Cl)c1ccc2c(c1)N(Cc1cccc(Cl)c1)C(=O)c1ccccc1S2=O (stereo not given)
  KDM5B inh = ?
COC(=O)c1ccc(C(=O)OC)c(NC(=S)N2CCN(C(=O)C3CCCO3)CC2)c1 (stereo not given)
  KDM5B inh = -10.5%
CCCCSCCCNC(=O)CN1C(=O)c2cccnc2Oc2ccc(Cl)cc21
  KDM5B inh = -17.9%
COc1ccc(-c2cc(N3CCCN(C(=O)c4ccc5[nH]ccc5c4)CC3)n[nH]2)cc1
  KDM5B inh = ?
CN(C)C1CCN(c2ccc(C(=O)N3CCC(N4CCOCC4)CC3)cn2)C1 (stereo not given)
  KDM5B inh = ?
CC1(C)[C@H](Cc2cc(-c3ccc(F)cc3)on2)C[C@@H]1NC1CCC1
  KDM5B inh = 11.3%[86.2 µM]
O=C(NC(c1ccccc1)c1ccccn1)C1CCN(CC(F)(F)F)CC1 (stereo not given)
  KDM5B inh = -0.1%
CC(C)CN1CCC(O)(c2csc(CN3CCOCC3)n2)CC1
  KDM5B inh = -12.5%[86.2 µM]
CN(Cc1ccc(-c2ccccc2)cc1)[S+](=O)([O-])c1cccc(C(F)(F)F)c1
  KDM5B inh = 21.9%
